F508del corr = correctors of CFTR F508del function in bronchial epithelial cells; CFBE cells, YFP halide quenching; stimulated with forskolin plus potentiator P3; % fluorescence drop versus neutral controls; activity (quench increase), % at 7.58 µM; 350,000 tested, 0.36% active; AID 720511;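 active means mean added fluorescence quench of at least 8% versus neutral control, with both replicates also reaching 8%; inconclusive means only one of the mean or replicate conditions met; inactive means mean below 8% and not both replicates reaching 8%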;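 further: cells transiently co-express mutant CFTR-F508del with the halide-sensitive YFP; corrector assay measuring rescue of mutant channel to the surface after 24 h compound exposure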
DENV2 CPE = protects cells from dengue virus 2 cytopathic effect. DENV2-infected cells, cytopathic effect rescue, plate reader. CPE inhibition, % at 9.99 µM. 350,000 tested, 1.7% active; in the data active means CPE inhibition above about 20%, passing the limit was not always enough; inconclusive means no clear call, values can overlap the other calls; tested in BHK-21 cells;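 further: 0% = median of neutral control wells and 100% = median of positive control wells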
ERp5 inh = inhibitors of human ERp5; Q15084; 350,000 tested, 0.05% active; ERp5 insulin aggregation, absorbance 650 nm, 90 min; inhibition, % at 9.99 µM;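 active means mean replicate inhibition above about 25%, with every replicate also reaching it, limit read from the data, passing the limit was not always enough; inconclusive means only one of those two criteria met; inactive means neither criterion met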
Target sequence (Q15084 whole entry, looked up): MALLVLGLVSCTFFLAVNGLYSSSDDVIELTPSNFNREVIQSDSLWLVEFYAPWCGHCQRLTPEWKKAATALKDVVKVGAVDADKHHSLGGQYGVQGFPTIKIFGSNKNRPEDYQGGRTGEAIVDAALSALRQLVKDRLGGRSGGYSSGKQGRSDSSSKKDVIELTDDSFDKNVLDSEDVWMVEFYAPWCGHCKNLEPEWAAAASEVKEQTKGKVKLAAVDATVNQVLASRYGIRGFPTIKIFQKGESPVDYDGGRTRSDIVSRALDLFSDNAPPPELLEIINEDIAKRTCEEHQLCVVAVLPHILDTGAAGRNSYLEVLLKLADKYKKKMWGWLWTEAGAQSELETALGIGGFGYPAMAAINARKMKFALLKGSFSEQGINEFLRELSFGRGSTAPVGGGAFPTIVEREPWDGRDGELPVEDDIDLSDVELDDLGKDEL
SIRT5 block = blocks human SIRT5 desuccinylation of peptide | Q9NXA8 | Purified SirT5, succinyl-peptide AMC, trypsin-coupled fluorescence | inhibition, % at 15 µM | 330,000 tested, 1.1% active; in the data active means inhibition above about 15%; inconclusive means no clear call, values can overlap the other calls
Target sequence (Q9NXA8 whole entry, looked up): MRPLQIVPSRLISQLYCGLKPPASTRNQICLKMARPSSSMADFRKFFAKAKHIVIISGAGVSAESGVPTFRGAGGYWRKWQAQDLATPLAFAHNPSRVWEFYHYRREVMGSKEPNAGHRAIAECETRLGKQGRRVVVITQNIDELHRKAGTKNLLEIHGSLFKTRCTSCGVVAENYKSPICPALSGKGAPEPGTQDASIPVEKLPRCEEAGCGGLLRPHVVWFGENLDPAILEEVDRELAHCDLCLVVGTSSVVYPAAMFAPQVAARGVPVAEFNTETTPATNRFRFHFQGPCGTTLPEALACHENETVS
ERAP1 HTS inh = ERAP1 (human) enzyme inhibition; 340,000 tested, 0.15% active; inhibition, % at 10.7 µM; Q9NZ08; recombinant ERAP1, Leu-AMC fluorescence, 60 min; AID 652197;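 active means mean replicate inhibition of at least 30%, or all replicates individually reaching that 30% level; inactive means mean below 30% and not every replicate reaching it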;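 further: 0% = neutral control wells and 100% = L-leucinethiol positive control wells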
miR122 inh = blocks miR-122 activity in Huh7 sensor cells. Huh7 miR-122 Renilla luciferase sensor, 48 h; neutral wells = 0, positive control = 100. activation (reporter increase), % at 12.5 µM. AID 602342. 340,000 tested, 0.3% active;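 active means mean replicate activation score at least 90 and every replicate individually at or above 90; inconclusive means only one of the two criteria met; inactive means neither criterion met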;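 further: higher luciferase means less miR-122 activity so hits act as miR-122 inhibitors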
CASP6 VEID inh = inhibitors of human caspase-6; P55212; purified caspase-6, Z-VEID-R110 cleavage fluorescence; inhibition, % at 12.5 µM; 350,000 tested, 0.53% active;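 active means mean inhibition across replicates at least about 35%, with every replicate also reaching that limit, limit read from the data; inconclusive means only one of the two criteria met; inactive means neither criterion met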;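 further: 0% = median of neutral control wells and 100% = no fluorescence left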
Target sequence (P55212 24-179 limits assumed): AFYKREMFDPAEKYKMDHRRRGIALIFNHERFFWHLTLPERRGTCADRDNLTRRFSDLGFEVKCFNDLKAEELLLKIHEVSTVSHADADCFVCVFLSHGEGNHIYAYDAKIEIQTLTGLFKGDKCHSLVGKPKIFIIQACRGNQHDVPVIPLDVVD
Target sequence (P55212 194-293 limits assumed): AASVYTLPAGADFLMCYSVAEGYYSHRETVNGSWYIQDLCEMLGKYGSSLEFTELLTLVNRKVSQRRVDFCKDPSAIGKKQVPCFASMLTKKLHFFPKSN
* = called active by the depositor; ? = inconclusive; . = no result given; & = joins results of further samples; ! = not active in a repeat; [ ] = remark or other dose. The order is random. Share with any hit: about 4%.

SMILES	F508del corr	DENV2 CPE	ERp5 inh	SIRT5 block	ERAP1 HTS inh	miR122 inh	CASP6 VEID inh
CN(C)c1ccc(C(=O)Nc2cccc(S(=O)(=O)N3CCCC3)c2)cc1	2.1	-4	2	-1	-1	0	-1
Cc1cc(C)nc(NC(=O)c2cc3ccccc3o2)n1	-0.8	1	1	2	1	.	.
C[C@H]1CCCCO[C@H](CN(C)C(=O)CCC(F)(F)F)[C@@H](C)CN([C@@H](C)CO)C(=O)c2cc(NC(=O)Nc3ccccc3)ccc2O1	0.6	1	2	0	-2	-9[16.7 µM]	0
CCc1ccc2[nH]c(=O)c(CN(CC3CCCO3)C(=S)NCc3ccco3)cc2c1 (configuration not stated)	2.5	-4	3	-1	0	6	2
O=C(COc1coc(CN2CCN(Cc3ccccc3)CC2)cc1=O)Nc1ccccc1	0.7	4	-4	1	2	-2	7
Cc1c(C(=O)N2CCCCCC2(C)C(=O)NCC(C)C)oc2ccccc12 (configuration not stated)	-1.4	-7	4	.	-1	-2	4
C#CCOCCOCCOCCNc1nc(N2CCN(C(=O)[C@H](CCCCN)n3cc([C@@H](N)[C@H](C)CC)nn3)CC2)nc(N2CCN(C(=O)[C@H](CCC(=O)O)n3cc([C@@H](N)CCSC)nn3)CC2)n1	-3.0	-7	-3	-10	-4	1	-110
O=C(NCc1ccccc1)c1nnc(CS(=O)(=O)c2ccccc2)o1	2.8	-1	-6	-3	5	-8	0
O=C(CN1CCN(C(=O)c2ccccc2)CC1)Nc1ccc(Cl)cc1F	-1.7	-5	1	-2	0	.	2
CCC(=O)Nc1ccc2c(c1)C(=O)N(C)[C@@H]1CC[C@@H](CC(=O)NCc3ccccc3Cl)O[C@H]1CO2	-0.2	-3	11	3	4	1[16.7 µM]	0
CCc1ccc(OCC(=O)Nc2ccc(N3CCN(S(C)(=O)=O)CC3)cc2)cc1	-0.5	1	-5	-1	3	.	-5
COc1cccc(CNC(=O)C[C@H]2C=C[C@@H](NC(=O)C3CC3)[C@@H](CO)O2)c1	-0.9	-3	-8	-2	-2	.	-4
CCCNC(=O)CN1C(=O)NC(Cc2c[nH]c3ccccc23)C1=O (configuration not stated)	-5.7	2	4	7	-4	.	0
COc1ccc(C2SCC(C(=O)NCc3ccc(F)cc3)N2C(C)=O)cc1 (configuration not stated)	-0.6	-5	3	.	-1	4	-4
O=C(CCCN1C(=O)C(c2ccccc2)Oc2cccnc21)Nc1ccccc1Br (configuration not stated)	1.0	-1	0	.	2	-1	2
O=C(CSc1nnc(NC(=O)c2c(F)cccc2F)s1)Nc1ccccc1F	-3.2	16	2	0	-1	-2	.
Cc1ccc(S(=O)(=O)Nc2cccc3c2O[C@@H](CN(C)S(=O)(=O)c2ccccc2)[C@H](C)CN([C@@H](C)CO)C3=O)cc1	-2.7	-11	1	-2	0	11[16.7 µM]	3
CC(=O)NC[C@H]1[C@@H](c2ccc(C3=CCCC3)cc2)[C@@H](CO)N1C(=O)C1CCC1	-0.2	-8	-3	-1	-2	.	-3
CCNC(=O)C1CCCN(Cc2ccc(C(=O)OCC)cc2)CC1 (configuration not stated)	-3.9	?	-5	.	1	-1	0
C[C@H]1CCCCO[C@H](CN(C)C(=O)CCCN(C)C)[C@@H](C)CN([C@@H](C)CO)C(=O)c2cc(NS(=O)(=O)c3ccc(F)cc3)ccc2O1	2.5	56*	-1	-2	-1	2[16.7 µM]	3
N#Cc1ccc(-c2ccc([C@@H]3[C@H](CO)N4C(=O)CN(C(=O)Cc5ccccc5)C[C@@H]34)cc2)cc1	-2.4	-10	-3	0	.	.	.
Cc1ccccc1C(=O)Nc1ccnn1C1CCN(Cc2ccc(CO)o2)CC1	-1.1	0	4	0	-4	-2	0
CC(C)C[C@@H](CNCC(=O)[C@H](C)NC(=O)c1[nH]cnc1C(=O)N[C@@H](C)CN)NC(=O)c1nc[nH]c1C(=O)N[C@@H](CC(=O)O)C(=O)O	-1.4	?	0	.	.	-4	6
O=C(CSc1ncccn1)Nc1cccc2ccccc12	2.7	12	-1	-9	-3	-5	16
O=C(NCC1CCCO1)c1ccc(OC2CCN(C(=O)C3CC3)CC2)cc1 (configuration not stated)	2.2	-3	3	5	-1	.	1
Cc1ccc(NC(=O)CCC(=O)N/N=C/c2coc3ccccc3c2=O)cc1	0.0	-3	-7	-2	0	.	3
Cc1ccccc1NC(=O)c1ccc(OCc2c(C)noc2C)cc1	-0.3	-2	0	-3	2	-2	-2
c1ccc(Cc2cc[n+](Cc3ccccn3)cc2)cc1	-2.2	4	19	.	.	.	-4
CCC(Oc1ccccc1)C(=O)Nc1ccccc1OC (configuration not stated)	3.7	0	2	-9	-4	10	2
Cc1ccc(S(=O)(=O)CC(=O)Nc2nnc(C(C)C)s2)cc1	-0.2	17	0	1	0	.	-3
COCCCNC(=O)C[C@H]1C[C@H](C(=O)N2CCOCC2)[C@@]2(CCC3CCCC3)c3[nH]c4cc(CCC(=O)N(C)C)ccc4c3CCN2C1=O	-0.1	8	4	-1	2	2	0
C/C=C/c1ccc2c(c1)O[C@@H](CN(C)Cc1ccncc1)[C@H](C)CN([C@H](C)CO)S2(=O)=O	-0.4	2	4	6	0	7[16.7 µM]	0
O=C(NNc1nc2cc3c(cc2s1)OCO3)c1ccc(F)cc1	-1.4	8	-1	-2	2	7	9
O=C(O)Cn1c(C(F)(F)F)nc2ccccc21	-3.1	0	-5	0	3	.	-1
COc1cc(NC(=O)c2noc3c2CCCC3)c(OC)cc1Cl	0.0	-3	0	1	-1	.	-2
O=C(C1CCC1)N1CCCCN2[C@H](CO)[C@H](c3ccc(C#CC4CCCC4)cc3)[C@@H]2C1	1.4	-1	-3	12	-2	-28[16.7 µM]	-1
COc1ccc(/C=C2\SC(=O)N(CCNC(=O)Cn3cnnn3)C2=O)cc1	-1.4	1	-13	0	-2	-6	0
O=C(c1cnc(-c2ccc(Cl)cc2)s1)c1ccc(Cl)cc1Cl	.	.	0	-6	-4	-1	2
COc1cc(C=Nc2cccc([N+](=O)[O-])c2C)ccc1OC(C)=O	.	-13	-8	.	1	-5	2
C[C@@H]1CN([C@H](C)CO)C(=O)CCCn2nncc2CO[C@H]1CN(C)S(=O)(=O)c1ccc(Cl)cc1	-3.6&1.0&-2.5	-2&2	5&-2	19*!	-2&0	3	0&-2
Cc1ccc(S(=O)(=O)N2[C@@H](c3ccc(Br)cc3)C(C(=O)O)=CC[C@H]2c2ccc(C(C)C)cc2)cc1	3.4	23*	-2	15*	.	-6	26
C[C@H]1CN([C@@H](C)CO)C(=O)c2cc(N(C)C)ccc2O[C@H]1CN(C)Cc1ccncc1	0.7	-3	4	1	3	-3[16.7 µM]	2
CCS(=O)(=O)NCC[C@H]1CC[C@H](NC(=O)C2CC2)[C@H](CO)O1	1.4	1	1	-6	4	.	2
CCC(NC(=O)Nc1cc(C)on1)(C(F)(F)F)C(F)(F)F	0.2	-6	2	-2	1	.	-1
N#Cc1ccccc1COC(=O)c1cccc(S(=O)(=O)N2CCCC2)c1	-0.6	-5	-3	-2	0	2	1
Cc1oc(-c2ccccc2F)nc1CS(=O)CC(=O)NCc1ccc2c(c1)OCO2 (configuration not stated)	-3.0	1	-3	-3	7	6	1
Cc1ccc(-c2nc(CN(C)C3CCOCC3)c(C)o2)s1	1.2	2	2	-3	0	-16	0
C=CC[C@H](CC(=O)N(CCO)Cc1ccccc1)C(=O)N[C@H](COC(=O)[C@H](CC=C)CC(=O)OC(C)(C)C)Cc1ccccc1	-0.8	.	4	.	-3	-6	3

Overlap with the part before: two entries; new compounds follow.
SMILES	F508del corr	DENV2 CPE	ERp5 inh	SIRT5 block	ERAP1 HTS inh	miR122 inh	CASP6 VEID inh
Cc1ccc(-c2nc(CN(C)C3CCOCC3)c(C)o2)s1	1.2	2	2	-3	0	-16	0
C=CC[C@H](CC(=O)N(CCO)Cc1ccccc1)C(=O)N[C@H](COC(=O)[C@H](CC=C)CC(=O)OC(C)(C)C)Cc1ccccc1	-0.8	.	4	.	-3	-6	3
O=C(NCCc1nnc2ccc(N3CCCCCC3)nn12)c1ccccc1F	-1.3	2	1	0	-6	-1	-8
O=C(O)[C@H]1[C@H](CO)[C@H]2Cn3c(ccc(/C=C/c4ccccc4)c3=O)[C@H]2N1Cc1ccc2c(c1)OCO2	.	-2	7	-15	-3	.	1
COc1ccc(NC(=O)N(C)C[C@@H]2Oc3c(NC(=O)c4ccc(-c5nccs5)cc4)cccc3C(=O)N([C@H](C)CO)C[C@@H]2C)cc1	-0.2	-12	1	1	-1	2[16.7 µM]	-5
O=C(c1cc(-c2ccccc2)on1)N1CCCCCC1	1.9	-5	2	-1	-2	-1	3
COc1ccc(NC(=O)N(C)C[C@H]2OCCCC[C@H](C)Oc3ccc(NC(=O)CCCN(C)C)cc3C(=O)N([C@H](C)CO)C[C@@H]2C)cc1	-1.9	-1	-2	-6	2	-6[16.7 µM]	-1
O=C(NCc1ccccc1Cl)c1csc(COCCO)n1	-0.6	-11	8	.	11	-2	-3
C[C@@H]1CN([C@@H](C)CO)C(=O)c2cccc(NC(=O)c3ccncc3)c2O[C@@H]1CN(C)Cc1ccc(-c2ccccc2)cc1	3.1&-2.3	-3&7	0&0	1&0	4&-1	-3[16.7 µM]	3&-1
Cc1cc(C)n2nc(SCCOc3ccccc3F)nc2n1	1.5	-3	1	-2	0	-6	3
CC(=O)Nc1cccc(NC(=O)CSc2nc(=O)n(Cc3ccncc3)c3c2CCC3)c1	4.1	3	-9	2	-2	-5	0
Cc1cc(Br)cc2cn[nH]c12	2.0	3	-4	0	-4	-7	-1
O=C1CSC(c2ccc(Cl)cc2Cl)N1c1ccccn1 (configuration not stated)	-2.4	.	-1	-3	-1	-8	1
OCC1OC2C(NC(=S)N2c2ccccc2)C(O)C1O (configuration not stated)	-1.2	1	9	-5	0	.	0

A section from further up, for reference:
SMILES	F508del corr	DENV2 CPE	ERp5 inh	SIRT5 block	ERAP1 HTS inh	miR122 inh	CASP6 VEID inh
O=C1CSC(c2ccc(Cl)cc2Cl)N1c1ccccn1 (configuration not stated)	-2.4	.	-1	-3	-1	-8	1
OCC1OC2C(NC(=S)N2c2ccccc2)C(O)C1O (configuration not stated)	-1.2	1	9	-5	0	.	0

Later entries
SMILES	F508del corr	DENV2 CPE	ERp5 inh	SIRT5 block	ERAP1 HTS inh	miR122 inh	CASP6 VEID inh
COc1ccccc1NC(=O)C12CCC(C)(C(=O)C1)C2(C)C (configuration not stated)	1.5	5	0	-4	-4	3	3
O=C1N(Cc2ccccc2)Cc2ccccc2[C@H]2OC(c3ccc(OCCCO)cc3)=N[C@@]12Cc1ccccc1	3.5	1	-5	9	0	.	1
CC(C)NC(=O)N(C)C[C@@H]1Oc2c(NS(=O)(=O)c3ccc(Cl)cc3)cccc2C(=O)N([C@H](C)CO)C[C@@H]1C	-4.0	-3	5	6	7	1[16.7 µM]	2
CC(C)NC(=O)Nc1ccc2c(c1)CC(=O)N([C@H](C)CO)C[C@@H](C)[C@H](CN(C)C(=O)Nc1ccccc1)O2	0.2	2	0	5	-1	5[16.7 µM]	1
O=S(=O)(N[C@@H]1CC[C@H](CCn2cc(C3(O)CCCC3)nn2)O[C@@H]1CO)c1ccccc1	2.5	3	1	-2	-2	.	-2
Cc1ccc(-c2sc(-c3cccnc3)nc2CC(=O)O)cc1	4.5	-15	2	.	2	.	0
CCN(CC)S(=O)(=O)c1ccc(N2CCCC2)c(NC(=O)c2ccccc2OC)c1	-1.1	-6	-11	-4	0	10	-2
CC(=O)Nc1ccc(S(=O)(=O)NCCC(=O)NCC2COc3ccccc3O2)cc1 (configuration not stated)	-1.9	8	1	-2	-1	1	-2
COc1ccc(-n2c(=S)[nH]c3ncccc3c2=O)cc1	1.7	9	-5	15*	.	-7	1
CC[C@@H]1C(c2cccc(C)c2)=NN(c2ccccc2)[C@H]1C(=O)N1CCOC1=O	4.1	0	2	0	.	11	-3
CC(C)C(NC=C1C(=O)OC(C)(C)OC1=O)C(=O)O (configuration not stated)	-2.5	.	-3	0	3	3	-1
OCCc1ccc(NCCc2cccs2)cc1	-2.8	21*	-5	6	-2	2	5
COc1ccc(OC)c(S(=O)(=O)NC2CC2)c1	0.1	2	3	-2	-1	7	0
